# From PubChem BioAssay
# SSB-PriA inh = blocks PriA binding to SSB C-terminal tail; AlphaScreen SSBct-PriA binding, biotinylated peptide; AID 1272365; inhibition, % at 33 µM; hit rate 0.6% among 430,000; in the data active = inhibition mostly above about 37%, no sharp cut-off; inactive = mostly below about 20%;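 also: plate controls were negative control peptide for no effect and reference peptide for full effect; strong numbers were not always called active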
# Numbers without * were called inactive; & = joins results of further samples. The list is partial (hit frequency here may not be typical).
SMILES,SSB-PriA inh
CC12CCC3(C)OCC(CO)(CO1)N23 (configuration not stated),-13&4
O=C(Cc1ccccc1)Nc1ccc(Nc2ccc(-n3cccn3)nn2)cc1,52*
Cc1ccc(C(=O)NCCCS(=O)(=O)N2CCN(c3ccc(F)cc3)CC2)cc1C,-22
COc1ccccc1N=Cc1sc(=S)n(C2CCCC2)c1O,-14
CC(C)N1CCC(CNC(=O)c2c(F)cccc2Cl)CC1,-16
CCCCNC(=S)N(C)N=Cc1ccccc1C(=O)O,-11
CCS(=O)(=O)N1CCc2ccc(NS(=O)(=O)CC(C)C)cc2C1,-17
COC(=O)c1c(NC(=O)CSc2nc3scc(-c4ccccc4)c3c(=O)n2-c2ccccc2)sc2c1CCCCC2,-8
CCOC(=O)C1=C(C)N=c2sc(=Cc3ccc(C(=O)O)cc3)c(=O)n2C1c1ccc(F)cc1 (configuration not stated),8
COC(C)(CNC(=O)CSC1CCCC1)c1ccccc1F (configuration not stated),12
NC(=O)NCc1ccc2c(c1)OCO2,-11
O=C(Cc1cc(=O)[nH]c(SCc2ccccc2)n1)NCC1CCCCC1,-7
C[N+]1(CCNC(=O)C=NO)CCCCC1,-8
O=C(Cn1c(=O)oc2ccccc21)NC1CCC(Oc2ncc(F)cn2)CC1 (configuration not stated),4
COC(=O)c1ccc(C(=O)NCCn2ccc(-c3ccccn3)n2)cc1,-15
O=C(Cc1ccc(F)cc1)NCC1CCN(C2CCCC2)CC1,-17
CC(=NNC(=O)c1nnn(-c2nonc2N)c1CN(C)c1ccccc1)c1ccccc1O,-4
CCOC(=O)C(C#N)=CNc1ccccc1NS(=O)(=O)c1ccc2c(c1)OCCO2,-3
CCCCC(=O)Nc1cc([N+](=O)[O-])ccc1OC,3
CN(C)c1ccc(C(CNC(=O)C(=O)Nc2ccc3c(c2)OCO3)N2CCc3ccccc3C2)cc1 (configuration not stated),28

# A section taken from the entries so far, as a working copy:
SMILES,SSB-PriA inh
NC(=O)NCc1ccc2c(c1)OCO2,-11
O=C(Cc1cc(=O)[nH]c(SCc2ccccc2)n1)NCC1CCCCC1,-7

# More entries follow.
SMILES,SSB-PriA inh
O=C(Nc1nc(-c2ccc(F)cc2)cs1)c1cccs1,-10
Cc1nnc2sc(SCc3ccc(Cl)c(Cl)c3)nn2c1=O,-9&6
CCSc1ccccc1NC(=O)c1nnn(-c2ccccc2)c1C,-33
Cc1noc(Cc2csc(NC(=O)NCc3cccs3)n2)n1,-10
Cc1ccc(-c2csc3c(=O)n(C)c(SCC(=O)NCc4ccco4)nc23)cc1,-8
S=c1[nH]nc(-c2ccc3c(c2)OCCO3)o1,-15
O=C(N1CCCCC1)N1CCN(c2cc(Cl)ccc2Cl)CC1,-9
CCC1CCC(C(=O)NC(C(=O)NCc2ccco2)C(C)C)CC1 (configuration not stated),-2
COc1cc(OC)c(NC(=O)COc2cc(=O)n3ccccc3n2)cc1Cl,-4
CC(C)(C)C(=O)NCC#CCN1CCc2ccccc2C1,3
O=C(c1cc(C2CC2)on1)N1CCN(c2ncccn2)CC1,1
CS(=O)(=O)c1ccc(-c2nnc(SCC(=O)c3ccccc3)o2)cc1,-3
Cc1nn(C)cc1C=NNC(=O)Cc1ccc([N+](=O)[O-])cc1,-2
O=C(c1csc(Nc2ccccc2)n1)N1CCN(c2cccc(Cl)c2)CC1,10
O=C(NCCc1c[nH]c2ccccc12)C(=O)Nc1ccc(OC(F)(F)F)cc1,5
O=C(N/N=C\c1cc(Cl)cc(Cl)c1O)c1ccncc1,102
COC(=O)c1ccsc1NC(=O)c1cccc(S(C)(=O)=O)c1,-7&0
CCS(=O)(=O)c1ccc(CC(=O)Nc2ccccc2-c2nc3ccccc3s2)cc1,-5
Cn1c(C(C#N)=C(O)c2ccc(Br)cc2)nc2ccccc21,0
COc1ccc(S(=O)(=O)C2CN(C(=O)CN3C(=O)CCC3=O)C2)cc1,2

# 18 of the compounds above, tab-delimited.
molecule	SSB-PriA inh
CCSc1ccccc1NC(=O)c1nnn(-c2ccccc2)c1C	-33
Cc1noc(Cc2csc(NC(=O)NCc3cccs3)n2)n1	-10
Cc1ccc(-c2csc3c(=O)n(C)c(SCC(=O)NCc4ccco4)nc23)cc1	-8
S=c1[nH]nc(-c2ccc3c(c2)OCCO3)o1	-15
O=C(N1CCCCC1)N1CCN(c2cc(Cl)ccc2Cl)CC1	-9
CCC1CCC(C(=O)NC(C(=O)NCc2ccco2)C(C)C)CC1 (configuration not stated)	-2
COc1cc(OC)c(NC(=O)COc2cc(=O)n3ccccc3n2)cc1Cl	-4
CC(C)(C)C(=O)NCC#CCN1CCc2ccccc2C1	3
O=C(c1cc(C2CC2)on1)N1CCN(c2ncccn2)CC1	1
CS(=O)(=O)c1ccc(-c2nnc(SCC(=O)c3ccccc3)o2)cc1	-3
Cc1nn(C)cc1C=NNC(=O)Cc1ccc([N+](=O)[O-])cc1	-2
O=C(c1csc(Nc2ccccc2)n1)N1CCN(c2cccc(Cl)c2)CC1	10
O=C(NCCc1c[nH]c2ccccc12)C(=O)Nc1ccc(OC(F)(F)F)cc1	5
O=C(N/N=C\c1cc(Cl)cc(Cl)c1O)c1ccncc1	102
COC(=O)c1ccsc1NC(=O)c1cccc(S(C)(=O)=O)c1	-7&0
CCS(=O)(=O)c1ccc(CC(=O)Nc2ccccc2-c2nc3ccccc3s2)cc1	-5
Cn1c(C(C#N)=C(O)c2ccc(Br)cc2)nc2ccccc21	0
COc1ccc(S(=O)(=O)C2CN(C(=O)CN3C(=O)CCC3=O)C2)cc1	2

# Carrying on:
SMILES,SSB-PriA inh
O=C(Nc1cccc(Cl)c1)N1CC(c2nc(C3CC3)no2)C1,-2
COc1ccc(CNC(=O)NCc2sc(C)nc2C)cc1OC,-21
COC(=O)c1sc(-c2ccccc2)cc1NC(=O)c1cc(-c2cccs2)nc2ccccc12,-26
CCOc1ccc(NC(=O)Cn2cccc(-c3nc(-c4ccc(Cl)cc4)no3)c2=O)cc1,-7
Cc1ccc(-c2nc(NC(=O)c3cc(Cl)sc3Cl)sc2-c2ccccc2)cc1,6
COC(=O)c1ccc2c(=O)n(CC(C)C)c(=S)[nH]c2c1,-3
COc1ccc(C(O)=C2C(=O)C(=O)N(c3nc(C)c(C)s3)C2c2ccco2)cc1 (configuration not stated),-11
O=C(Cc1cc(=O)[nH]c(SCc2ccccc2)n1)Nc1nccs1,-9
Cc1nc2ccc3nc(NC(=O)c4ccc(Cl)cc4Cl)sc3c2s1,-20
CC(C)(Oc1ccc(Cl)cc1)C(=O)NCc1cncc(-c2cccs2)c1,-15
COc1ccc(C(=O)Nc2sc3c(c2C(N)=O)CCN(C(C)=O)C3)c(OC)c1,-14
CCOc1cc(-c2nnc(NC(=O)COc3ccc(Cl)cc3)o2)cc(OCC)c1OCC,-10
CNC(=O)CS(=O)(=O)C1CCN(C(=O)c2ccc(Br)o2)CC1,-27
O=C(NCc1ccco1)C(=O)Nc1ccc(N2CCCS2(=O)=O)cc1,-9
CC(=NS(=O)(=O)c1ccc(C)cc1)N1CCN(S(=O)(=O)c2ccccc2)C1C(C)C (configuration not stated),3
CSc1nc2ccc3nc(NC(=O)CCSc4ccccc4)sc3c2s1,1
COc1ccc(Cl)cc1C(=O)Nc1ccc(CC(=O)NCc2cccs2)cc1,-10
CCCNc1nc(SCC)nc2c1cnn2CCNC(=O)CC(c1ccccc1)c1ccccc1,-23
CN(C)c1ccc(C=NNC(=O)CN(c2cccc(Cl)c2)S(C)(=O)=O)cc1Br,-6
COc1ccc(-c2cc(=O)n(CC(=O)Nc3nc4ccc(C)cc4s3)cn2)cc1,-17
COc1cc(/C=C(\C#N)C(=O)Nc2ccccc2Cl)cc(OC)c1OC,-14
CN(C)S(=O)(=O)c1ccc(C(=O)Nc2nc(-c3ccncc3)cs2)cc1,-12
O=C(COc1cccc2ccccc12)NN=Cc1ccc(Sc2nc3ccccc3s2)o1,-4
Cc1ccc(C=NN(Cc2ccccc2)c2ccccc2)o1,-8
O=[N+]([O-])c1cccc(NN=Cc2cc([N+](=O)[O-])ccc2O)c1,-17
Cc1nc2ccccc2n1N=Cc1cccnc1,-15
Cc1ccc2c(CC(=O)NCc3cccs3)cc(=O)oc2c1,4
CCc1ccc(S(=O)(=O)Nc2ccc(-c3ccc(S(=O)(=O)CC)nn3)cc2)s1,18
CN1CCN([C@@H](CNC(=O)c2ccc3c(c2)OCO3)c2cccn2C)CC1,5
COc1cc(C=NNC(=O)c2cccc(S(=O)(=O)N3CCOCC3)c2)cc(OC)c1O,-12
Cc1ccc2oc(C(=O)Nc3nc4ccccc4s3)cc2n1,3
O=C(Nc1nc2c(s1)COc1ccccc1-2)c1ccc([N+](=O)[O-])o1,1
COc1ccc(OCC(=O)N2CCOC(c3ccccc3)C2)cc1 (configuration not stated),-1
O=C(/C=C/c1ccccc1)Nc1nnc(-c2ccc3c(c2)OCO3)o1,-14
O=C(NCC1CCCO1)C1CC(=O)N(C2CCCCC2)C1 (configuration not stated),-10
COc1ccccc1-n1nnc(C(=O)NCc2ccccn2)c1C,-5
Cc1cccc(C(=O)NN=Cc2ccc3c(c2)OCO3)n1,0
COC(=O)N1CCc2ccc(F)cc2C1C(=O)NC(C)(C)CO (configuration not stated),-4
O=C(NCCC(O)C1CC1)C(=O)Nc1ccon1 (configuration not stated),-4
Cc1c(-c2nsc(NC(=O)c3ccco3)n2)nnn1-c1cccc(C(F)(F)F)c1,-12
O=C(/C=C/c1cccs1)Nc1cccc2c(NC(=O)/C=C/c3cccs3)cccc12,-22
Cc1c(Cl)cccc1S(=O)(=O)N1CCC(COCc2ccc(C#N)cc2)CC1,7
Fc1ccc(C=Nn2c(C3CCCCC3)n[nH]c2=S)cc1,16
O=C(Cc1ccc(F)cc1)NNC(=O)c1ccc(=O)n(Cc2ccc(Cl)cc2)c1,0
CC(C)CC(C(O)=C(C#N)c1nc2ccccc2[nH]1)N1C(=O)c2ccccc2C1=O (configuration not stated),9
O=C(Cn1cc(-c2nc(-c3ccc(Cl)cc3)no2)ccc1=O)NCc1ccco1,-11
COc1ccccc1N1CCN(CCNC(=O)C(=O)Nc2ccon2)CC1,-7
Cc1noc(C2CN(CC(N)=O)C2)n1,0
COc1cn(C)c(C(=O)Nc2ccc(C)c(F)c2)cc1=O,-6
COC(=O)c1sc2ccccc2c1NC(=O)c1cccc([N+](=O)[O-])c1,3
# (continued)
SMILES,SSB-PriA inh
O=C(O)CNc1ncnc2oc(-c3ccccc3)c(-c3ccccc3)c12,0
COc1ccc(NS(=O)(=O)c2ccc3nnc(C)n3c2)cc1,-12
COCCN(CCOC)S(=O)(=O)c1ccc(C(=O)Nc2nnc(-c3cccs3)o2)cc1,-16
O=C1CCS(=O)(=O)N1c1ccc(S(=O)(=O)Nc2ccc(C(F)(F)F)cc2)cc1,-22
O=C(Nc1nc(-c2ccccn2)cs1)c1ccc(CN2C(=O)CNC2=O)cc1,26
c1ccc(COc2ccc(CN3CC(c4nc(-c5ccsc5)no4)C3)cc2)cc1,-15
Cc1nc(N2CCC(NC(=O)Cn3cnc(C)c(C)c3=O)CC2)cc(C(F)(F)F)n1,-16
O=C(NCCCn1ccnc1)c1cn(Cc2cccc(F)c2)nc1OCc1cccc(F)c1,1
O=C(NN=Cc1ccc(OCC(=O)N2CCCC2)cc1)C(=O)NC1CC1,2
COc1cccc2sc(NC(=O)c3ccc([N+](=O)[O-])cc3)nc12,-1
CCOc1cc(-c2cccc(OC)c2)nc2ccc(C(=O)N3CCN(c4cccc(C)c4)[C@@H](C)C3)cc12,13
CC(=O)c1ccc(S(=O)(=O)N2CCn3cccc3[C@H]2c2ccc(Br)cc2)cc1,-1
CCN(Cc1cnc2ccccn12)S(=O)(=O)c1cc(F)ccc1OC,-14
CCn1c(=NC(=O)c2ccnn2C)sc2cc(C)ccc21,-18
Cc1ccccc1OCC(=O)NCC[C@H](O)c1ccoc1,6
CCOc1ccc(CC(=O)NCC2(c3cccs3)CC2)cc1,-1
Cc1cc(C)cc(NC(=O)N2CCCCCC2)c1,-14&-5
COc1ccc(NC(C)=O)cc1NC(=O)C[C@H]1CCCCN1S(=O)(=O)c1cccs1,-14
COc1ccccc1Nc1ncnc2c1cnn2C,0
COc1ccc(NC(=O)CSc2nnc(-c3ccc(=O)n(C)c3)n2C)c(OC)c1,-16
Cc1ccc([C@@H]2C(C(=O)c3cccs3)=C(O)C(=O)N2c2cccc(C)n2)cc1,-16
CC(=NNC(=O)Nc1ccccc1)c1ccc2ccccc2c1,-8
O=C(Nc1nc(-c2csc(NC(=O)C3CCCCC3)n2)cs1)C1CCCCC1,-14
CC(=O)N1c2ccc(S(=O)(=O)N3CCN(c4ccccn4)CC3)cc2C[C@@H]1C,-3
CCOC(=O)c1c(NC(=O)CSc2nnc3scc(-c4ccccc4)n23)sc(C)c1C,1
CN(C1CCCCC1)S(=O)(=O)c1ccc(C(O)=C(C#N)c2nc3ccccc3n2C)cc1,4
COc1cc(C=NNC(=O)c2ccncc2)ccc1OC(=O)c1ccco1,-2
COc1ccc(F)cc1S(=O)(=O)NCC#CCN1CCCCC1,-17
COc1cccc2cc(C(=O)N3CC(N4C(=O)C5CC=CCC5C4=O)C3)oc12 (configuration not stated),-4
Cc1ccc(CC(=O)Nc2ccccc2C#N)cc1,1
COc1ccc(SCC2CCN(C(=O)c3ccc(S(=O)(=O)N(C)C)cc3)CC2)cc1,26
CC(C)S(=O)(=O)c1ccc(CC(=O)O)cc1,-4
COC(=O)c1sccc1S(=O)(=O)N1CCN(c2ccccc2OC)CC1,11
Cn1cc(C(=O)N2CCCC2)cc(NC(=O)[C@H]2CC(=O)N(c3ccc(F)cc3)C2)c1=O,-4
CCOc1ccc(-c2noc(-c3cc(-c4cccs4)[nH]n3)n2)cc1,-2
Cc1cc(C)cc(OCC(=O)NN=Cc2cn(C)nc2C)c1,-11
O=[N+]([O-])c1cccc(C(Nc2nc3c(s2)CCCC3)c2ccc3cccnc3c2O)c1 (configuration not stated),61
CCNc1nc(NCC)n2c(SCC(=O)c3cccc(OC)c3)nnc2n1,-6
Cc1cccc(C(=O)NCC(=O)N/N=C\c2ccc(Cl)cc2)c1,5
